# Screens from PubChem.
# West Nile virus CPE – inhibition of WNV-induced cytopathic effect – cell-based, CPE readout (AID 1621); West Nile virus-infected cells, CPE inhibition; higher % means a stronger effect; one-dose CPE inhibition, % at 10 µM; IC50 in µM for titrated hits; 290,000 compounds, 0.02% hits; in the data active = a potency from the dose series; inconclusive = CPE inhibition mostly from about 3.7% at the one dose, without a potency; inactive = the rest, 99 in 100 with CPE inhibition below about 2.2%; also: strong numbers were not always called active
# RSV CPE inhibition – inhibition of RSV-induced cytopathic effect – HEp-2 cells, primary 10 µM value included (AID 2391) | HEp-2 cells, RSV-induced CPE inhibition; higher % means a stronger effect | CPE inhibition, % at 10 µM; hits with a dose series show IC50 in µM | 310,000 compounds, 0.13% hits; in the data active = a potency from the dose series; inconclusive = CPE inhibition mostly from about 23% at the one dose, without a potency; inactive = the rest, 99 in 100 with CPE inhibition below about 21%; also: strong numbers were not always called active
# PhoP inhibition – inhibitors of PhoP regulon expression, primary screen, Salmonella Typhimurium, GFP reporter (AID 1863); S. Typhimurium PhoP-regulated promoter GFP reporter, 4 h; higher % means a stronger effect; 300,000 compounds, 0.16% hits; inhibition, % at 50 µM; hits with a dose series show IC50 in µM;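 active = inhibition over 29.93%, a cutoff 3 SD above the screen mean, later confirmed by dose response; inconclusive = inhibition over 29.93% but no dose response follow-up; inactive = inhibition at most 29.93% or unconfirmed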;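 also: 0% = low Mg2+ inducing control and 100% = high Mg2+ repressing control; strong numbers were not always called active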
# b-catenin transl – modulators of beta-catenin nuclear translocation; nuclear translocation activity, % at 5 µM; 190,000 compounds, 0.3% hits; HeLa beta-catenin nuclear translocation, immunofluorescence imaging;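 active = nuclear translocation activity above 50% at 5 µM, with a well cell count of 50 or more; inconclusive = wells under 50 cells across six images, flagged as toxic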;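 also: per-cell ratio of nuclear to cytoplasmic median beta-catenin stain intensity; plate controls were DMSO negative control for no effect and GSK-3 inhibitor IX positive control for full effect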
#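 Test system: HeLa cells, endogenous beta-catenin; Compound: single 5 µM dose plus 0.02–20 µM confirmation series; Times: compound exposure 24 h at 37°C; Signal: fluorescence imaging of beta-catenin antibody stain plus DAPI; Read-out: % activation, nuclear-to-cytoplasmic median beta-catenin signal ratio per cell.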
# Myeloid diff MLP – compounds promoting myeloid differentiation. ER-HoxA9 myeloid progenitors, lysozyme-GFP differentiation, flow cytometry. calls only at 10 µM. 360,000 compounds, 1% hits. AID 624256;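 active = normalized GFP-positive differentiation at or above the plate's own cutoff, the solvent-only control mean plus 3 SD; inconclusive = no clear call, values can overlap the other calls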;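 also: cells exposed to compound for four days before flow analysis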
# Rac1 GTP hydrolysis – MgcRacGAP GTPase-activating activity inhibitors, confirmation, biochemical, ADP Hunter fluorescence. AID 624330. 340,000 compounds, 0.6% hits. MgcRacGAP-stimulated Rac1 GTP hydrolysis, ADP Hunter fluorescence; higher % means a stronger effect; GST-tagged Rac1 F28L mutant substrate. inhibition, % at 30 µM, or IC50 in µM where a hit was titrated;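 active = first-screen hits whose inhibition reached a set limit at any dose in the follow-up dose series; inconclusive = inhibition above the set first-screen limit but never retested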;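 also: fluorescence reports GDP produced by GAP-driven GTP hydrolysis; strong numbers were not always called active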
# T cell modulator – T cell immune modulation candidate | 2C CD8+ T cell-vesicle binding, flow cytometry; stronger effect = lower value | calls only at 7 µM | 330,000 compounds, 0.068% hits;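 active = response, share of CD8 T cells binding vesicles, and their 90th percentile fluorescence all below set limits, cut at about 80% in these data, passing the limit was not always enough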
#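 Read-out – percent CD8+ FL2 mean versus row control · System – murine 2C transgenic CD8+ T lymphocytes · Times – 1.5 h cell–vesicle binding at 37 °C, then 20 min icy labelling · Control set – naked vesicles low, QL9 vesicles with vehicle high · Detection – cytometric PE anti-B7-1 and Alexa647 anti-CD8 signals after 1% paraformaldehyde fixation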
# Large T inhibition – SV40 large T antigen inhibitors, biochemical (AID 1903). 310,000 compounds, 0.39% hits. one-dose inhibition, % at 20 µM; IC50 in µM for titrated hits. SV40 large T antigen ATPase/helicase inhibition assay; higher % means a stronger effect; in the data active = a potency from the dose series; inconclusive = inhibition mostly from about 32% at the one dose, without a potency; inactive = the rest, 99 in 100 with inhibition below about 32%; also: strong numbers were not always called active
# WT yeast gro inh – growth inhibition of WT yeast, mitochondrial fusion screen; mitochondrial fusion phenotypic screen, WT strain; inhibition, % at 10 µM; 190,000 compounds, 2.1% hits; in the data active = inhibition above about 58%; tested in S. cerevisiae
# WT yeast gro inh mutant strain – recorded beside WT yeast gro inh, whose call it bears; inhibition, %; mitochondrial fusion phenotypic screen, mutant strain inhibition
# b-catenin transl cell count 5 µM – second read-out of b-catenin transl, no call of its own (marks repeat the call); cell count; measured here: cell count, cytotoxicity flag
# T cell modulator vesicle-bound % – recorded beside T cell modulator, whose call it bears; double positive events, %; measured here: CD8+ vesicle-bound cell fraction;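 binding gate set so that unloaded-vesicle control wells show 10% double positive cells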
# Myeloid diff MLP GFP+ MAC1+ % – further read-out of Myeloid diff MLP, marked with its call; GFP+ MAC1+ double positive, %; measured here: differentiation confirmed by MAC1 staining
# An asterisk follows results filed as active; i = inactive; ? = inconclusive; / = not tested or not shown.
SMILES,West Nile virus CPE,RSV CPE inhibition,PhoP inhibition,b-catenin transl,b-catenin transl cell count 5 µM,Myeloid diff MLP,Myeloid diff MLP GFP+ MAC1+ %,Rac1 GTP hydrolysis,T cell modulator,T cell modulator vesicle-bound %,Large T inhibition,WT yeast gro inh,WT yeast gro inh mutant strain
COc1ccccc1-c1noc(CCCC(=O)N2CCOCC2)n1,-0.1%,0.7%,-11%,0.0,1287,i,0.6,/,i,31,24%,/,/
Cc1c(C(=O)N2CCOCC2)sc(NC(=O)c2ccc([N+](=O)[O-])cc2)c1C#N,-0.3%,11%,-1%,/,/,i,0.3,6%,i,19,5%,/,/
CCOC(=O)c1ccccc1NC(=O)CSc1ccccc1,-0.4%,1.6%,1%,-2.1,1084,i,3.5,-8%,i,17,0%,19,-4
CC(CC(=O)N(C)CC(=O)Nc1ccc(N2CCOCC2)cc1)c1ccccc1 (centres undefined),/,1.6%,3%,/,/,i,1.2,7%,i,31,19%,/,/
O=C(O)CCCN1C(=O)/C(=C\c2ccco2)SC1=S,-0.9%,/,/,-1.4,997,i,0.5,43%,/,/,/,-3,-7
O=c1[nH]c(CSc2ncc(C(F)(F)F)cc2Cl)nc2cc(C(F)(F)F)ccc12,-0.2%,-0.8%,-11%,0.9,1306,i,0.2,3%,i,52,15%,/,/
CCOC(=O)c1cnn(-c2nc(-c3cccc(F)c3)cs2)c1C(F)(F)F,0.2%,15%,-5%,/,/,i,0.5,1%,i,55,6%,19,5
Cc1onc(-c2ccccc2Cl)c1C(=O)N1CCN=C1SCc1cccnc1,-0.1%,1.3%,-8%,-0.4,928,i,0.8,12%,i,39,20%,-8,2
CC(OC(=O)CCc1nc2ccccc2[nH]c1=O)C(=O)c1ccccc1 (centres undefined),-0.1%,0.0%,8%,/,/,i,0.6,2%,i,19,8%,-10,-28
N#Cc1c2c(c(-n3cnc4ccccc43)n3c1nc1ccccc13)CCC2,-0.3%,2.1%,7%,-1.8,1383,i,0.9,-4%,i,59,7%,-2,-10
Cc1ccc(NC(=O)COC(=O)Cn2c(C)csc2=O)cc1,0.5%,3.0%,1%,-1.4,1110,i,0.8,5%,i,38,1%,-4,13
O=C1C=CC(=O)N1c1ccc(I)cc1Cl,0.2%,0.0%,-6%,0.2,1326,/,/,/,i,71,9%,/,/
O=C(NC1CCCCC1)C1(S(=O)(=O)c2ccc(Cl)cc2)CC1,-0.5%,2.7%,5%,/,/,i,1.6,4%,i,11,4%,/,/
Fc1ccc2[nH]c3c(N4CCN(c5ccccc5)CC4)ncnc3c2c1,2.5%,-1.7%,0%,-0.3,1104,i,0.8,10%,i,5,8%,27,-17
Nc1cc(=O)[nH]c(SCC(=O)NNC(=O)Cc2ccccc2)n1,0.5%,1.2%,-5%,-4.3,1047,i,0.2,5%,i,45,11%,-15,9
Cc1cccc(NC(=O)c2ccc(S(=O)(=O)C(F)F)cc2)c1C,0.0%,2.8%,17%,1.0,951,i,0.4,9%,i,4,8%,8,8
COc1cc(/C=C2\NC(=O)NC2=O)cc(Br)c1OC,-0.9%,3.2%,-4%,/,/,i,0.5,3%,i,26,7%,/,/
C=CCn1c(-c2ccc3[nH]c(C)c(C)c3c2)n[nH]c1=S,-0.2%,-0.8%,-4%,1.4,637,i,0.4,12%,i,42,13%,9,1
Cc1nnc(NC(=O)C2CCN(c3cnccn3)CC2)s1,-0.1%,5.2%,0%,-0.8,1406,i,2.3,-3%,i,34,18%,21,26
CCCC(C)NS(=O)(=O)c1ccc(OC)c(C)c1 (centres undefined),-1.0%,-0.8%,-1%,/,/,i,1.4,5%,i,21,11%,-3,-12
O=C(Cn1nc(Cl)nc1Cl)Nc1ccccc1,-0.3%,1.8%,-12%,-1.3,867,i,0.7,11%,i,35,11%,3,12
COc1cccc(C(C)NC(=O)c2c(F)cccc2Cl)c1 (centres undefined),0.0%,2.7%,-13%,/,/,i,0.2,0%,i,42,18%,-4,22
Cc1ccc(NC2=C(Cl)C(=O)OC2OC(=O)c2ccccc2C)cc1 (centres undefined),0.0%,/,-8%,1.3,515,i,0.0,11%,/,/,0%,72*,69*
Cc1ccc(-n2c(C)c(C)c3c(NCCN(C)C)ncnc32)cc1,0.6%,0.4%,2%,/,/,i,0.1,8%,i,44,19%,/,/
O=C(NCCCCc1ccccc1)C1CC(c2ccc(C(F)(F)F)cc2)=NO1 (centres undefined),-0.6%,2.8%,-3%,-0.5,1380,i,0.9,4%,i,31,4%,/,/
Cc1ccc(C2/C(=C(\O)c3ccc4c(c3)OCCO4)C(=O)C(=O)N2CC2CCCO2)cc1 (centres undefined),-0.6%,0.6%,1%,/,/,i,0.8,7%,i,34,7%,/,/
O=C(OCc1nc2ccsc2c(=O)[nH]1)c1cc(Br)c(Br)s1,/,-1.9%,-9%,/,/,i,1.0,8%,i,18,9%,/,/
c1cnc2nc(CSc3ncn[nH]3)cn2c1,-0.2%,-0.1%,1%,-1.6,1190,i,0.2,4%,i,47,7%,-12,7
COCC(=O)n1nc(NCc2ccc(OC)cc2)nc1NCc1ccc(OC)cc1,-0.2%,-1.3%,8%,-0.5,1018,i,0.1,6%,i,64,5%,-9,-4
O=C(CSc1nc(O)cc(=O)n1-c1ccccc1)NC1CCCCC1,0.1%,0.7%,5%,-5.8,1173,i,0.9,1%,i,59,6%,3,-63
CCOC(=O)C1CCN(C(=O)CCc2nc3sc4c(c3c(=O)[nH]2)CCCC4)CC1,/,1.1%,3%,/,/,i,0.8,-1%,i,46,14%,/,/
CCN(CC)CCCNC(=O)Cc1c(C(=O)O)n(C)c2ccccc12,-0.1%,0.0%,15%,-6.3,969,i,0.5,7%,i,22,-6%,13,14
CSc1ccccc1OCc1cc(C(=O)N(C)Cc2nonc2C)no1,-0.9%,1.3%,4%,/,/,i,0.0,4%,i,11,2%,/,/
C[n+]1ccccc1/C=C1\Sc2ccccc2N1CCO,-0.8%,2.5%,6%,/,/,i,1.5,6%,i,16,29%,/,/
O=C(Nc1ccc(S(=O)(=O)Nc2nccs2)cc1)c1cccc(F)c1,-0.1%,4.1%,6%,/,/,i,0.5,7%,i,33,0%,/,/
CCOC(=O)c1cnc2ccc(OCC)cc2c1N1CCN(c2ccccc2OC)CC1,1.9%,?,-3%,/,/,i,0.3,8%,i,21,12%,79*,38*
CCN(CC)S(=O)(=O)c1ccc(N2CCN(C)CC2)c(NC(=O)c2cc(=O)c3ccccc3o2)c1,0.4%,-0.2%,6%,/,/,i,1.3,-3%,i,45,-4%,/,/
COc1ccc(NC(=O)CN(C)C(=O)CSCc2c(C)noc2C)cc1,/,0.3%,5%,/,/,i,0.8,11%,i,42,8%,/,/
Cc1cc(OC(=O)c2cc(Br)ccc2Cl)c([N+](=O)[O-])c(=O)[nH]1,-0.2%,2.8%,/,/,/,i,2.5,6%,i,32,/,/,/
COC(=O)c1ccc(N2CCCCC2)c(NS(=O)(=O)c2ccc(C)cc2)c1,1.8%,-0.5%,-6%,-1.8,1117,i,1.4,3%,i,22,25%,52,35
CC1=NNC(=O)C1C(c1ccc(Cl)cc1)C(C#N)C#N (centres undefined),-0.1%,/,1%,-0.8,1384,i,0.0,/,i,52,32%,/,/
Cn1cc(CN2CCC(n3nccc3NC(=O)CCCc3ccccc3)CC2)cn1,-0.2%,-0.4%,-8%,/,/,i,4.2,8%,i,64,10%,/,/
Cc1cc(NCc2ccccn2)n2nc(C)c(-c3ccc(Cl)cc3)c2n1,-1.0%,11%,-6%,1.5,993,i,0.0,4%,i,40,4%,/,/

# Some entries already given, showing only Large T inhibition.
compound | Large T inhibition
COC(=O)c1ccc(N2CCCCC2)c(NS(=O)(=O)c2ccc(C)cc2)c1 | 25%
CC1=NNC(=O)C1C(c1ccc(Cl)cc1)C(C#N)C#N (centres undefined) | 32%

# In the list so far, these have fluorine:
SMILES,West Nile virus CPE,RSV CPE inhibition,PhoP inhibition,b-catenin transl,b-catenin transl cell count 5 µM,Myeloid diff MLP,Myeloid diff MLP GFP+ MAC1+ %,Rac1 GTP hydrolysis,T cell modulator,T cell modulator vesicle-bound %,Large T inhibition,WT yeast gro inh,WT yeast gro inh mutant strain
O=c1[nH]c(CSc2ncc(C(F)(F)F)cc2Cl)nc2cc(C(F)(F)F)ccc12,-0.2%,-0.8%,-11%,0.9,1306,i,0.2,3%,i,52,15%,/,/
CCOC(=O)c1cnn(-c2nc(-c3cccc(F)c3)cs2)c1C(F)(F)F,0.2%,15%,-5%,/,/,i,0.5,1%,i,55,6%,19,5
Fc1ccc2[nH]c3c(N4CCN(c5ccccc5)CC4)ncnc3c2c1,2.5%,-1.7%,0%,-0.3,1104,i,0.8,10%,i,5,8%,27,-17
Cc1cccc(NC(=O)c2ccc(S(=O)(=O)C(F)F)cc2)c1C,0.0%,2.8%,17%,1.0,951,i,0.4,9%,i,4,8%,8,8
COc1cccc(C(C)NC(=O)c2c(F)cccc2Cl)c1 (centres undefined),0.0%,2.7%,-13%,/,/,i,0.2,0%,i,42,18%,-4,22
O=C(NCCCCc1ccccc1)C1CC(c2ccc(C(F)(F)F)cc2)=NO1 (centres undefined),-0.6%,2.8%,-3%,-0.5,1380,i,0.9,4%,i,31,4%,/,/
O=C(Nc1ccc(S(=O)(=O)Nc2nccs2)cc1)c1cccc(F)c1,-0.1%,4.1%,6%,/,/,i,0.5,7%,i,33,0%,/,/
